BH1578 lux ind = inducers of Vibrio cholerae quorum light production without autoinducers, primary screen, BH1578 luxS cqsA deficient, single point | V. cholerae BH1578 lux reporter, luminescence, 6 h | activation, % at 18.7 µM | actives 0.16% (n = 350,000); in the data active = activation mostly above about 9.7%, no sharp cut-off; also: not every result past the cut was called active; inactives centre near 0; reference of the scale not given here
Rv3671c protease = Rv3671c serine protease inhibitors, primary screen, biochemical, fluorescence polarization, M. tuberculosis H37Rv. P9WHR9. inhibition, % at 5.96 µM. actives 0.048% (n = 320,000); in the data active = inhibition above about 38%;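 also: extracellular domain of Rv3671c used as enzyme; 0% = enzyme with DMSO and 100% = no enzyme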
PfHsp40 yeast = rescue of yeast from PfHsp40 toxicity, primary screen, S. cerevisiae, ATP luminescence. growth rescue, % at 12.5 µM. actives 0.68% (n = 340,000). AID 504582, 2011. S. cerevisiae expressing PfHsp40, growth rescue; in the data active = growth rescue above about 28%, passing the limit was not always enough;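 also: yeast W303a lacking pdr1 and pdr3 grown in galactose medium; growth measured after three days at 30 °C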
SSB-PriA inh = inhibitors of Klebsiella pneumoniae PriA binding to SSB C-terminal tail, primary screen, biochemical, AlphaScreen; AlphaScreen SSBct-PriA binding, biotinylated peptide; actives 0.6% (n = 430,000); inhibition, % at 33 µM; AID 1272365, 2023; PriA–SSB C-terminal tail interaction (Klebsiella pneumoniae); in the data active = inhibition mostly above about 37%, no sharp cut-off; inactive = mostly below about 20%;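 also: plate controls were negative control peptide for no effect and reference peptide for full effect; strong numbers were not always called active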
MazEF act = activators of E. coli MazEF toxin-antitoxin RNase, primary screen, biochemical, fluorescence, uHTS; activation, % at 20 µM; FAM/BHQ RNA-DNA oligo cleavage fluorescence, 5 h; actives 0.32% (n = 350,000); Endoribonuclease toxin MazF (Escherichia coli (strain K12)), P0AE70; in the data active = activation above about 50%
Target sequence (P0AE70 whole entry, looked up): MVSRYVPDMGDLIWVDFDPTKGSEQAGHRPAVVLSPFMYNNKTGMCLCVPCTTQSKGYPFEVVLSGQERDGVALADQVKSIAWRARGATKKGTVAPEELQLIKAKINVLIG
Yp Topo-I inh = Yersinia pestis topoisomerase I inhibitors, primary screen, biochemical, cleavage product accumulation, plate reader, single point; AID 504884, 2011; actives 0.064% (n = 360,000); Y. pestis Topo-I cleavage product accumulation; activity, % at 10 µM; in the data active = activity above about 50%, passing the limit was not always enough; also: inactives centre near 2
SARS 3CLpro inh = SARS-CoV 3CLpro protease inhibitors, primary screen, biochemical, quenched FRET. recombinant SARS-CoV 3CLpro, quenched FRET peptide cleavage. inhibition, % at 6 µM. actives 0.14% (n = 290,000); in the data active = inhibition above about 12%
Anthrax LF prot = Bacillus anthracis LF protease inhibitors, primary screen, biochemical, multiplex microsphere, MLPCN library; inhibition, % at 10 µM; multiplex microsphere protease cleavage assay; actives 0.12% (n = 360,000); in the data active = inhibition above about 30%; also: plate controls were buffer without enzyme for full effect and enzyme alone for no effect
Target sequence (P15917 whole entry, looked up): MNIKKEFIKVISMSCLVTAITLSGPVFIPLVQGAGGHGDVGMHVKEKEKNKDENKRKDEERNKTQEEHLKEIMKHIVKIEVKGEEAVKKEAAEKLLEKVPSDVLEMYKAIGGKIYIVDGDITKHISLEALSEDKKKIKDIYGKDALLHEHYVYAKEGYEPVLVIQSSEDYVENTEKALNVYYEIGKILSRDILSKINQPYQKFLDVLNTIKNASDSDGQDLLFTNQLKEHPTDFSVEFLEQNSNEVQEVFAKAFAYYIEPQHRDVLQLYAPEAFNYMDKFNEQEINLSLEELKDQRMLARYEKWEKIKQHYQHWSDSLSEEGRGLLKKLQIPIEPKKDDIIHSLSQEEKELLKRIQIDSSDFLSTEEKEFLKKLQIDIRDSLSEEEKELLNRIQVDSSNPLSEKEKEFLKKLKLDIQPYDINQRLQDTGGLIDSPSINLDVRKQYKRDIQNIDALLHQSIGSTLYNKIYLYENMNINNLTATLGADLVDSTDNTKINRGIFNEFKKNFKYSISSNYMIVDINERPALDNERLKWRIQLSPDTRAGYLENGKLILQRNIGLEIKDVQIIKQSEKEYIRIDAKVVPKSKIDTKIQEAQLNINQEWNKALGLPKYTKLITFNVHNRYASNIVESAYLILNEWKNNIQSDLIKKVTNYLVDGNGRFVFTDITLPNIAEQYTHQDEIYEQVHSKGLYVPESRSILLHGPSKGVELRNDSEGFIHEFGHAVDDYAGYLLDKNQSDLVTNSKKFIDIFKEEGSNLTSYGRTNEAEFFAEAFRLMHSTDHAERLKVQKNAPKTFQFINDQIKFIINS
VHR inh abs = VHR1 phosphatase inhibitors, primary screen, biochemical, absorbance, uHTS; Dual specificity protein phosphatase 3 (Homo sapiens), P51452; recombinant VHR phosphatase, pNPP absorbance; inhibition, % at 13.3 µM; actives 0.52% (n = 290,000); in the data active = inhibition above about 50%; also: some compounds called inactive have numbers as strong as hits
Target sequence (P51452 whole entry, looked up): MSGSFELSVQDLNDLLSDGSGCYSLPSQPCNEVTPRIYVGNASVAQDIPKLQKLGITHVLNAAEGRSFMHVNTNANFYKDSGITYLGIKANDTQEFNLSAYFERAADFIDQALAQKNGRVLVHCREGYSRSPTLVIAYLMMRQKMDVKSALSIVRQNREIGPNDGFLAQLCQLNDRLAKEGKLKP
TcdB GH inh = TcdB glycohydrolase inhibitors, primary screen, biochemical, single point, plate reader | Toxin B (Clostridioides difficile), P18177 | TcdB glycohydrolase enzymatic assay | inhibition, % at 9.99 µM | actives 0.24% (n = 350,000); in the data active = inhibition above about 10%
An asterisk follows results filed as active; i = inactive; · = not tested or not shown; & = joins results of further samples. A portion of the library (hit frequency here may not be typical).

SMILES | BH1578 lux ind | Rv3671c protease | PfHsp40 yeast | SSB-PriA inh | MazEF act | Yp Topo-I inh | SARS 3CLpro inh | Anthrax LF prot | VHR inh abs | TcdB GH inh
O=C1Nc2ccccc2/C1=C\C(=O)c1ccccc1 | -1.9 | 0 | 1.5 | 1 | 7 | -10 | 6 | 5 | -29 | 2.5
c1cnc(NC2CCCCCC2)nc1 | 1.6 | -6 | -1.3 | 0 | -2 | 4 | 0 | -3 | 27 | 0.5
COc1cc2nc(-c3ccc(Br)o3)oc(=O)c2cc1OC | -0.2 | -8 | -0.4 | 0 | -7 | 10 | 0 | -6 | 0 | ·
CC1(C)CC(NC(=O)CCc2ccccc2)CC(C)(C)N1 | i | -3 | 0.8 | -7 | -4 | 4 | 3 | 0 | 18 | ·
COC(=O)C1C(O)=C(C=Nc2ccc(N)cc2)C(=O)CC1(C)C (stereo unspecified) | i | -12 | 0.5 | 12 | -2 | 3 | 0 | -16 | -2 | ·
C/C(CC(=O)NC1CCCC1)=N\NC(=O)c1ccc([N+](=O)[O-])c(Cl)c1 | -0.3 | 1 | -1.1 | · | 8 | -1 | 4 | 0 | 5 | ·
CC1(c2ccccc2)CC(c2ccccc2)=C(C#N)C(=O)N1 (stereo unspecified) | -1.1 | · | 0.9 | -9 | 5 | 3 | · | 0 | · | 1.6
COc1ccc(/C=N/NC(=O)c2c(C)nc3ccccn23)cc1[N+](=O)[O-] | -0.3 | 0 | -0.5 | i | -17 | -11 | -7 | -13 | 18 | 0.0
O=C(Nc1cccc(-c2nc3ccccc3[nH]2)c1)c1ccc(C(=O)Nc2cccc(-c3nc4ccccc4[nH]3)c2)cc1 | -10 | -168 | -1.6 | -8 | 1 | 6 | 2 | 8 | 37 | 0.9
CCCC1=C(C(=O)OCC)C(c2cccs2)n2ncnc2N1 (stereo unspecified) | -0.3 | 2 | 1.3 | -15 | 0 | -13 | 5 | 0 | 8 | 3.2
C=CCn1c(SCn2nnc3ccccc3c2=O)nnc1-c1ccc(Br)cc1 | -0.3 | 4 | 114* | -6 | -5 | 5 | 6 | 5 | 12 | ·
Cc1ccc(NC(=O)CN2C(=O)NC(C)(c3ccc(Cl)cc3)C2=O)cc1 (stereo unspecified) | -0.4 | 1 | 0.9 | -10 | 2 | -7 | 1 | 2 | 44 | 0.4
COc1ccc(NC(=O)c2cc([N+](=O)[O-])ccc2N2CCCC2)cc1S(N)(=O)=O | i | · | · | -10 | 2 | -13 | · | 4 | · | 0.5
COc1cccc(C(=O)NCC(=O)N2CCC3(CC2)NCCc2[nH]cnc23)c1 | -0.2 | 6 | 0.6 | -3 | -5 | 1 | -7 | 0 | 23 | 1.6
c1ccc(CN2CCN(CCN3CCn4c3nc3ccccc34)CC2)cc1 | -0.3 | -10 | -1.0 | 10 | 2 | 4 | -10 | 0 | 26 | ·
COc1ccc(CCNC(=O)C2CC(O)CN2S(=O)(=O)c2ccc(Cl)cc2)cc1OC (stereo unspecified) | -1.1 | 0 | 4.4 | -1 | -32 | 13 | · | -1 | · | 1.4
Cc1ccc2nc(SCCC#N)nc(C)c2c1 | i | -4 | 0.1 | -13 | 4 | -5 | 0 | 1 | 26 | ·
COc1cc2c(cc1OC)C(C)N(C(=O)Cn1ncc3c1-c1cc(C)ccc1OC3)CC2 (stereo unspecified) | -1.4 | 2 | 0.8 | 4 | 9 | 23 | 0 | -11 | 24 | 0.8
Cn1c(=O)n(CC(=O)O)c(=O)c2c1nc1n2CCS1 | -0.5 | -3&-8 | 0.6&2.7 | -5 | 2&5 | 5&2 | -3&5 | -5&8 | 28&1 | 6.2
Cc1ccc(SCc2cc(=O)[nH]c(N3CCOCC3)n2)cc1 | 11 | -11 | -0.8 | -4 | 3 | -1 | -3 | -1 | 15 | ·
CCc1cccc(NC(=O)c2cc(S(=O)(=O)N3CCCCC3)ccc2N2CCOCC2)c1 | i | · | · | · | 1 | 8 | · | -3 | · | 1.3
COCC1CCCCN1Cc1cn[nH]c1-c1ccc(OC)cc1OC (stereo unspecified) | -0.4 | 4 | 1.2 | -6 | 3 | -4 | 1 | -2 | 18 | 0.6
O=C(CN1CCN(c2ccccc2)CC1)N1N=CCC1c1ccccc1 (stereo unspecified) | · | 3 | -0.1 | -8 | 3 | 7 | 4 | 8 | 14 | ·
COC(=O)[C@]1(CC(C)C)N[C@H](c2ccc(-c3cccc(Cl)c3)cc2)[C@@H]2C(=O)N(C)C(=O)[C@@H]21 | -2.1 | -3 | 0.5 | -6 | -1 | 20 | · | -4 | · | -3.0
CCCCNC(=S)N(C)/N=C/c1ccc(F)cc1 | i | -9 | 4.0 | · | 1 | 15 | 5 | 0 | 14 | ·

Sorted by heavy-atom count (low to high): some entries from above.
SMILES | BH1578 lux ind | Rv3671c protease | PfHsp40 yeast | SSB-PriA inh | MazEF act | Yp Topo-I inh | SARS 3CLpro inh | Anthrax LF prot | VHR inh abs | TcdB GH inh
O=C1Nc2ccccc2/C1=C\C(=O)c1ccccc1 | -1.9 | 0 | 1.5 | 1 | 7 | -10 | 6 | 5 | -29 | 2.5
Cc1ccc(SCc2cc(=O)[nH]c(N3CCOCC3)n2)cc1 | 11 | -11 | -0.8 | -4 | 3 | -1 | -3 | -1 | 15 | ·
C/C(CC(=O)NC1CCCC1)=N\NC(=O)c1ccc([N+](=O)[O-])c(Cl)c1 | -0.3 | 1 | -1.1 | · | 8 | -1 | 4 | 0 | 5 | ·
COc1ccc(/C=N/NC(=O)c2c(C)nc3ccccn23)cc1[N+](=O)[O-] | -0.3 | 0 | -0.5 | i | -17 | -11 | -7 | -13 | 18 | 0.0
C=CCn1c(SCn2nnc3ccccc3c2=O)nnc1-c1ccc(Br)cc1 | -0.3 | 4 | 114* | -6 | -5 | 5 | 6 | 5 | 12 | ·
COc1ccc(NC(=O)c2cc([N+](=O)[O-])ccc2N2CCCC2)cc1S(N)(=O)=O | i | · | · | -10 | 2 | -13 | · | 4 | · | 0.5
COc1cc2c(cc1OC)C(C)N(C(=O)Cn1ncc3c1-c1cc(C)ccc1OC3)CC2 (stereo unspecified) | -1.4 | 2 | 0.8 | 4 | 9 | 23 | 0 | -11 | 24 | 0.8

More entries:
SMILES | BH1578 lux ind | Rv3671c protease | PfHsp40 yeast | SSB-PriA inh | MazEF act | Yp Topo-I inh | SARS 3CLpro inh | Anthrax LF prot | VHR inh abs | TcdB GH inh
CCCCCn1c(SCCCC)nc2c1c(=O)[nH]c(=O)n2C | i | -2 | 1.3 | -11 | 3 | 3 | 0 | -5 | 3 | ·
COc1c(C)cccc1C(=O)Nc1ccc(CN2CCOCC2)cc1 | -0.3 | 4 | 0.7 | -6 | 3 | 10 | -2 | -1 | 2 | 0.3
Cc1ccc(/C=N/N2CCN(Cc3ccccc3)CC2)s1 | -0.3 | 1 | -1.1 | · | 1 | 14 | 0 | -11 | 1 | ·
O=C(c1cccs1)N1N=C(c2ccccc2)CC1c1ccccc1 (stereo unspecified) | 1.8 | -15 | -1.5 | -14 | 3 | -8 | 1 | 3 | -4 | 2.0
O=C(Nc1cc2c(cc1Br)OCCO2)c1ccc(=O)[nH]c1 | -0.4 | 4 | -1.3 | 3 | 4 | 4 | · | -3 | · | -1.2
O=C(Nc1ccccc1F)C(=O)Nc1cccc2ccccc12 | 1.7 | -3 | -0.8 | -7 | 4 | -5 | -1 | 6 | -4 | 2.5
COc1ccc(-c2c(-c3cc(OC)cc(OC)c3)n(C)c3ccc(-c4ccc5c(c4)OCCO5)cc23)cc1 | i | 3 | -1.0 | -5 | -2 | 1 | · | -4 | · | -0.3
Cn1c(=O)oc2cc(S(=O)(=O)NCCC(=O)Nc3ccc4c(c3)OCCO4)ccc21 | 0.3 | -1 | 0.4 | -2 | 2 | 5 | 4 | -4 | -8 | ·
COc1ccccc1-c1coc2c(CN3CCC(C)CC3)c(O)ccc2c1=O | -0.2 | -1 | -1.0 | -3 | 2 | 5 | 1 | · | 57* | 0.8
CCOC(=O)c1c(NC(=O)CSc2nnc(CNc3ccc(Cl)cc3)o2)sc(C)c1C | -0.3 | -2 | 1.5 | -3 | -7 | -5 | 2 | -2 | 9 | ·
Cc1ccc(S(=O)(=O)N2CCOCC2)cc1C(=O)OCC(=O)NCc1ccccc1 | i | -2 | -1.1 | -6 | -4 | 7 | · | -2 | · | 0.3
CCN(Cc1ccccc1)C(c1ccccn1)c1nnnn1C1CCCCC1 (stereo unspecified) | 4.6 | 2 | 0.2 | -6 | 8 | 0 | 3 | -6 | 3 | ·
COc1ccc(C2=NOC(C(=O)Nc3cc(C)on3)C2)cc1OC (stereo unspecified) | i | -3 | -1.5 | -2 | 5 | -2 | 4 | -6 | 16 | 0.8
CCCNC(=O)C1(C)CCN(C(=O)c2ccc(F)c(Cl)c2)C1 (stereo unspecified) | i | · | · | · | · | -5 | · | -2 | · | 0.5
CC1CN(C(=O)Cn2cc(S(=O)(=O)CC(=O)N3CCOCC3)c3ccccc32)CC(C)O1 (stereo unspecified) | -0.8 | 0 | -2.4 | -7 | 7 | -6 | -3 | -2 | 23 | 0.3
Cc1ccc2c(c1)CCCN2C(=O)c1cc(C)c(C)s1 | -0.7 | · | 6.1 | -16 | 2 | 9 | · | -4 | · | -0.1
CN(C)S(=O)(=O)Nc1ccc(Br)cc1F | i | -10 | -0.4 | -11 | -4 | 7 | 7 | -8 | -12 | ·
COc1cc2c(O)c3c(c(-c4ccc5c(c4)OCO5)c2cc1OC)C(=O)OC3 | -0.5 | 4 | -0.2 | -5 | -3 | 1 | 1 | -4 | 30 | ·
Cc1cnc(C(=O)Oc2ccc(-c3ccccc3)cc2)cn1 | -0.1 | 1 | -0.6 | -25 | 2 | 6 | 0 | 0 | -1 | 0.1
CN(C(=O)c1ccc2c(c1)OCO2)C1CCS(=O)(=O)C1 (stereo unspecified) | -0.5 | 6 | 0.5 | 1 | 5 | -7 | · | 2 | · | -0.9
O=C(c1ccc(S(=O)(=O)N2CCOCC2)cc1)N1CCN(c2ccccn2)CC1 | -0.9 | 4 | 0.4 | -8&-5 | 5 | 3 | 0 | -4 | 0 | 1.7
CCCC(=O)Oc1ccc(N(C(=O)CCC)S(=O)(=O)c2cccc([N+](=O)[O-])c2)cc1 | 0.0 | -5 | 1.3 | 15 | 2 | 5 | -6 | -1 | -5 | ·
C=CCCC(=O)N1CCC(CCC(=O)NC2CC2)CC1 | -4.3 | 0 | -0.7 | -2 | -24 | -9 | 0 | -4 | 10 | 0.5
COc1cc(C(=O)NC(=S)Nc2ccc([N+](=O)[O-])cc2)cc(OC)c1OC | -0.2 | -5 | 3.4 | -1 | 2 | 12 | -1 | -3 | -10 | ·
O=C(C1CC(=O)N(c2ccc3c(c2)OCCO3)C1)N1CCN(c2ccccc2O)CC1 (stereo unspecified) | 0.4 | -7 | -1.5 | 13 | 8 | 9 | -2 | -2 | -3 | 0.1
O=C(N/N=C/c1c[nH]c2ccc(Br)cc12)c1ccncc1 | -0.3 | 7 | -1.0 | · | 10 | -3 | 0 | -1 | 1 | ·
CCOc1cc(C(=O)NCCN2C(=O)S/C(=C\c3cccnc3)C2=O)cc(OCC)c1OCC | i | 2 | 0.0 | -5 | 5 | -2 | 2 | -1 | 53* | -0.1
CC1CC(C)(C)NC2(CCCC2)N1 (stereo unspecified) | i | · | -0.7 | -5 | -1 | 4 | · | 0 | · | -0.1
COc1ccccc1/C=N/N1C(=O)C(CC(=O)Nc2ccc([N+](=O)[O-])cc2OC)SC1=Nc1cccc(C)c1C (stereo unspecified) | · | 1 | · | · | · | · | -3 | · | 11 | 1.1

Compound activity as filed in PubChem.
